From PubChem BioAssay
PAFAH1B2 FP inh – blocks human PAF acetylhydrolase 1b catalytic subunit 2. P68402. recombinant PAFAH1B2, FP-rhodamine activity probe, fluorescence polarization. inhibition, % at 3.39 µM. actives 1.2% (n = 340,000). AID 492953;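 active means inhibition above the mean of all tested compounds plus 3 SD, cut at about 24% in these data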;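 further: 0% = enzyme with DMSO and 100% = wells lacking PAFAH1B2; many of its hits are not listed in these tables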
Target sequence (P68402 whole entry, looked up): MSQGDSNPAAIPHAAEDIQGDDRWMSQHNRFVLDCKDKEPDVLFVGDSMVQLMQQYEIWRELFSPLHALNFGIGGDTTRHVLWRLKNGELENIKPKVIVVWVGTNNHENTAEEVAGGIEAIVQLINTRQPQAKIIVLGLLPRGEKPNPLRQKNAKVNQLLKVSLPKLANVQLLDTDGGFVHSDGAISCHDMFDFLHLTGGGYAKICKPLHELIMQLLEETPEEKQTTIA
PAFAH1B3 inh – inhibitors of human PAFAH1B3 | recombinant PAFAH1B3, FP-rhodamine probe, fluorescence polarization | inhibition, % at 3.39 µM | actives 0.28% (n = 340,000) | AID 492972;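 active means inhibition above the screen-wide average of all tested compounds plus 3 SD, cut at about 25% in these data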;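 further: 0% = enzyme with DMSO only and 100% = wells lacking PAFAH1B3 protein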
Target sequence (Q15102 whole entry, looked up): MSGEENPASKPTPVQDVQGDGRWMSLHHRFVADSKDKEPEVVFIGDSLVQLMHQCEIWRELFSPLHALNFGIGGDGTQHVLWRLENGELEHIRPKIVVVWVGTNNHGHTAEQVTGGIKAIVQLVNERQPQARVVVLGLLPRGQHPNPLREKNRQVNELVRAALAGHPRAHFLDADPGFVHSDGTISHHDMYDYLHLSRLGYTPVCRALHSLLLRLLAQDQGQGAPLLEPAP
PAFAH2 inh – PAFAH2 (human) inhibition | recombinant PAFAH2, FP-rhodamine activity probe, fluorescence polarization | inhibition, % at 3.39 µM | actives 0.99% (n = 340,000) | AID 492956;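 active means inhibition above the mean over all tested compounds plus 3 SD, cut at about 30% in these data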;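 further: inhibitors block probe labeling of enzyme so polarization drops; 0% = enzyme with DMSO and 100% = wells lacking PAFAH2 protein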
The depositor's hits bear a star.

SMILES	PAFAH1B2 FP inh	PAFAH1B3 inh	PAFAH2 inh
O=C1NC2c3c(I)sc(I)c3C(=O)C2O1 (configuration not stated)	20.5	13.4	3.3
Cc1cc(OCC(=O)OCC(=O)Nc2cccnc2Cl)ccc1Cl	1.1	-0.2	-0.1
CCOC(=O)C1CCN(C(=O)C(C)N(c2ccc(Oc3ccccc3)cc2)S(C)(=O)=O)CC1 (configuration not stated)	8.6	5.1	0.6
Cc1ncoc1C(=O)NC1CCCc2c1cnn2-c1ccc(C(C)(C)C)cc1 (configuration not stated)	1.3	3.3	6.5
O=C(Nc1cccc2ncccc12)c1cccc(Br)c1	-4.1	1.5	0.6
Cc1cc(C)cc(N2CC(O)Cn3c2nc2c3c(=O)[nH]c(=O)n2C)c1 (configuration not stated)	3.6	7.0	5.9
Cc1ccccc1S(=O)(=O)N1C[C@H]2CON(C)[C@H]2C[C@H]1c1cccc(Oc2ccccc2)c1	5.7	-3.3	-6.4
Cc1ccc(-n2ncc3c2CCCC3NC(=O)c2cnccn2)cc1C (configuration not stated)	-0.7	11.7	6.0
O=C(NN=Cc1ccccc1Cl)c1ccc([N+](=O)[O-])cc1	2.3	-0.3	-2.6
CC(=O)Nc1ccc(NC(=O)CSc2nc3c(=O)n(C)c(=O)n(C)c3n2C)cc1	7.1	-3.8	2.5
Cc1ccc(OCCSc2ncccn2)c(C)c1	3.1	1.5	0.7
COc1cc(CNc2ccc3[nH]c(=O)[nH]c3c2)ccc1OCc1ccc(C)cc1	6.8	4.7	-4.4
CC(C)(C)c1ccc(C(=O)NCCC(=O)Nc2ccc3c(c2)OCCO3)cc1	9.7	-0.3	-1.5
CC(=O)n1nc(-c2ccc(C)cc2)nc1NCc1ccc(F)cc1	2.9	-0.3	3.6
COc1cc(/C=C(\C(=O)O)c2ccc(S(=O)(=O)N3CCCC3)s2)ccc1OCCC(C)C	3.5	14.6	11.2
CCOc1ccccc1NC(=O)Cn1nnc(C(=O)Nc2ccccc2Cl)c1N	2.9	4.3	-0.5
CCn1c(CNc2nc(-c3ccccc3)cs2)nnc1SCC(=O)NCc1ccco1	6.2	11.1	11.1
Cc1c2cc[n+](CCN3CCCCC3)cc2c(C)c2c1[nH]c1ccc(O)cc12	5.4	11.2	7.3
COc1ccc(CC(=O)Nc2ccc(/C(C)=N/NC(=O)c3ccc(OC)cc3OC)cc2)cc1	1.6	-3.6	-8.9
CC(=O)O[C@@H](C[C@@H](C)C1=C2C[C@H](O)C3[C@@]4(C)CCC(=O)C(C)(C)C4CC[C@]3(C)[C@@]2(C)CC1)[C@H]1OC1(C)C (some centres not stated)	4.6	8.0	3.0
Cn1c(=O)c2c(nc(NCCO)n2CCCc2ccccc2)n(C)c1=O	-1.9	-1.9	-7.9
CCCc1cc(C(=O)Nc2ccc(OC)cc2[N+](=O)[O-])cs1	1.6	-0.4	-2.0
C=C(C)CNC(=S)Nc1cccc(N)n1	-1.2	1.3	4.7
CC(Sc1nc(N)cc(=O)[nH]1)C(=O)N1CCOCC1 (configuration not stated)	-1.1	5.6	-5.1
O=C(Cc1ccccc1)N(c1ccccc1)c1ccccc1	11.8	-0.1	-0.6
O=C1CCc2cc(Br)ccc2O1	5.3	1.3	8.8
COc1cc(/C=C2\SC(=O)N(c3ccccc3Cl)C2=O)cc([N+](=O)[O-])c1O	14.0	19.7	36.2*
O=C(O)CCC(=O)Nc1cccc(-c2nc3ccccc3o2)c1	-3.5	5.4	2.1
O=C1[C@H](Cc2ccccc2)NCCCC[C@@H](c2ccc(Cl)cc2)N1Cc1ccc(Cl)cc1	10.7	1.0	7.9
O=C(COC(=O)/C=C/c1ccc2ccccc2n1)NNC(=O)c1ccc([N+](=O)[O-])cc1	5.1	1.7	0.2
C/C(=C\C=C(C#N)C#N)c1cc(C#N)c(N)o1	-179.8	-303.4	-256.7
O=C1Nc2ccc(Br)cc2/C1=N\N=C\C1=C(N2CCOCC2)C(=C/c2ccccc2)/CC1	6.8	7.2	6.0
CC(=O)C1CCC2C3CC(C)=C4CC(O)CCC4(C)C3CCC12C (configuration not stated)	0.1	8.2	6.2
COC(=O)COc1c(Cl)cc(C(c2c(C)[nH][nH]c2=O)c2c(C)[nH][nH]c2=O)cc1OC	2.6	9.4	4.2
Oc1c(Cl)cc(Cl)c2c1NCCC2	9.5	-2.2	9.7
Cn1c(=O)c2nc(SCCO)n(C)c2n(C)c1=O	1.8	12.0	2.6
COc1ccccc1CN1CCCC(C(=O)N(C)Cc2ccccc2)C1 (configuration not stated)	1.1	0.6	0.3
O=C(CCc1ccccc1)n1nc(-c2ccco2)nc1SCc1ccccc1	9.8	3.6	8.2
CCOc1ccc(C(=O)Nc2ccc(NC(=O)c3ccccc3)c(C)c2)cc1[N+](=O)[O-]	3.2	-3.5	-6.6
CCCCNC(=O)[C@@H]1CSC2c3ccccc3C(=O)N21 (some centres not stated)	2.2	12.2	-1.2

Brought forward from above: 2 compounds; new compounds follow.
SMILES	PAFAH1B2 FP inh	PAFAH1B3 inh	PAFAH2 inh
CCOc1ccc(C(=O)Nc2ccc(NC(=O)c3ccccc3)c(C)c2)cc1[N+](=O)[O-]	3.2	-3.5	-6.6
CCCCNC(=O)[C@@H]1CSC2c3ccccc3C(=O)N21 (some centres not stated)	2.2	12.2	-1.2
S=C(Cc1ccccc1)N1CCOCC1	7.4	-7.4	-3.2
CC(c1nc2scc(-c3ccccc3)c2c(=O)[nH]1)N1CCN(CC(=O)NC2CC2)CC1 (configuration not stated)	4.0	8.4	6.4
O=C(Nc1ccc(F)cc1)Nc1cccnc1	1.2	14.6	7.8
CCn1c(CNC(=O)Cc2ccc(OC)cc2)nnc1SCC(=O)c1ccccc1	4.4	7.4	2.3
Cc1ccsc1CN(C)CC(=O)Nc1cccc(S(=O)(=O)N(C)c2ccccc2)c1	0.6	-2.9	-6.3
O=C(c1ccccc1)c1ccc(-c2ccc(O)cc2)cc1	5.9	12.3	2.6
O=C(CCNS(=O)(=O)c1ccccc1)NCC1CCCCC1	-0.9	3.2	3.5
Cc1ccc(/C=C2/C(=O)c3ccc(C(=O)O)cc3C2=O)o1	14.4	25.8*	16.5
Cc1cccc(C=NOCCc2ccccc2)n1	1.9	-0.7	-4.6
CN(C)c1ccc(NC(=O)C2C3C=CC(C3)C2C(=O)O)cc1 (configuration not stated)	-3.2	2.2	-5.0
O=C(C=Cc1ccccn1)c1ccccc1	1.3	7.3	5.3
COc1ccc(C(=O)N2CCCN(C)CC2)c(OC)c1	-2.0	3.3	4.4
C[C@H](O)[C@@H]1C(=O)N2CCc3ccc(N4CCN(C)CC4)cc3[C@@H]2C[C@@H]1N(C)C(=O)c1ccc(C#N)cc1	2.3	10.7	-3.3
CCCCN1CC(COCc2ccccc2)Oc2cccc(Oc3cc(C)c(C)c(C)c3)c2S1(=O)=O (configuration not stated)	2.5	7.0	-11.2
COc1ccc(-c2coc3cc(OC(C)=O)ccc3c2=S)cc1	6.2	9.8	-4.0
CCCC[n+]1ccn(-c2nc3c([N+](=O)[O-])cccc3n2C)c1	0.3	10.5	2.7
CCn1c(=O)cc(OCC(=O)N2CCc3ccccc32)c2ccccc21	10.6	5.5	-3.0
CC(=O)Nc1ccc(S(=O)(=O)N2CCN(c3nc4ccccc4n3CC(C)C)CC2)cc1	2.1	7.2	-8.0
O=C(N/N=C/c1cccnc1)c1ccccc1Br	6.9	10.2	-4.0
Cc1cccc(N2C(=O)C=CC2=O)c1	4.8	3.5	-6.6
O=C(Cc1ccc(NC(=O)C2CCCN(C(=O)C3CCC3)C2)cc1)Nc1ccc(C(=O)N2CCOCC2)cc1 (configuration not stated)	1.7	5.3	9.3
CCc1ccc(S(=O)(=O)/N=C2\C=C(NS(=O)(=O)c3ccccc3)C(=O)c3ccccc32)cc1	0.3	5.6	34.1*
Cc1ccc(C2CC(=O)c3cnc(NC(=O)c4ccco4)nc3C2)cc1 (configuration not stated)	-1.3	2.1	-7.7
CCOC(=O)C(=O)c1c(C)cc2ccccn12	3.4	0.3	6.0
NC(=O)C1CCN(C(=O)CSc2ccsc2[N+](=O)[O-])CC1	-1.1	-3.5	2.7
O=C(Nc1ncn[nH]1)c1ccc(Cl)c(Cl)c1	1.1	3.3	-2.1
CCN1C(=O)/C(=C\c2ccc(-c3ccc([N+](=O)[O-])cc3OC)o2)SC1=Nc1cccc(C(=O)O)c1	24.2*	21.4	9.1
CCOC(=O)C1=C(C)NC(C)=C(C(=O)OCC)C1C(=O)OCC(=O)NC(C)c1ccccc1 (configuration not stated)	1.9	4.8	2.4
CC(C)(C)CC(C)(C)N=C1Nc2cc(Cl)c(Cl)cc2NC12C[C@H]1CCC(=O)N3CC[C@@H](C2)[C@@H]13 (some centres not stated)	4.0	4.7	22.2
O=C(c1ccc(Cl)cc1)N1CCOc2ccccc21	6.6	4.4	14.9
O=[N+]([O-])c1ccc(CS(=O)c2ccccc2)cc1 (configuration not stated)	10.1	8.2	4.1
N#Cc1cccc(C(=O)OCc2cccc(S(=O)(=O)N3CCOCC3)c2)c1	-2.3	6.7	10.2
O=C(c1ccccc1)N1N=C(c2ccc(F)cc2)CC1c1ccc(F)cc1 (configuration not stated)	-2.9	5.5	-6.9
O=C1NC(=S)NC1=Cc1ccc2c(c1)CCC2	4.4	4.0	-2.2
CN(Cc1ccccc1)C(=O)c1ccccc1N(C)S(=O)(=O)c1ccccc1	2.3	2.7	8.8
Cn1c(=O)c2c(nc(CCc3ccccc3)n2C)n(C)c1=O	0.5	6.8	1.6
S=C(NCc1ccc(Cl)c(Cl)c1)NCc1ccco1	4.9	7.6	-0.1
COC(=O)CC1(CC(N)=O)SCCS1	1.8	-2.5	3.7
CCOC(=O)N1C(=O)NC(=O)C1c1ccccc1 (configuration not stated)	0.0	4.1	0.0
O=C(Cc1cccc(NC(=O)C2CCCN(C(=O)C3CC3)C2)c1)Nc1cccc(C(=O)N2CCCCC2)c1 (configuration not stated)	5.3	1.2	-2.4
O=C(CNC(=O)c1cccs1)Nc1cccc(S(=O)(=O)N2CCOCC2)c1	-1.0	-7.8	-3.2
Nc1nnnn1/N=C/c1ccccc1	5.3	-1.2	7.9
O=C(c1ccccc1)N1CCSc2sccc2C1=O	5.2	14.2	11.1
COC(=O)c1cc2c(=O)c3ccccc3oc2nc1/C=C/N(C)C	5.1	8.4	0.6
Cc1ccsc1C(=O)NC1CCCN(Cc2ccc(Cl)cc2)C1 (configuration not stated)	2.4	6.8	-2.6
CC1=Nc2ccc(C)cc2/C1=C/c1c(N)n2c(S(=O)(=O)C(C)C)nsc2nc1=O	3.1	5.8	-2.1
O=C1NC[C@H](Cc2ccccc2)N(CC2CCN(CCCC3CCCC3)CC2)C1=O	-0.5	7.7	-3.8
COc1ccc(C(=O)N[C@H](C(=O)OCCCOC(=O)[C@@H](NC(=O)c2ccc(OC)cc2)C(C)C)C(C)C)cc1	-0.9	4.9	0.2
Cc1noc(C)c1C(=O)OCC(=O)/C=C1/N(C)c2ccccc2C1(C)C	0.5	3.0	-3.7

Gathered by group, those above with an aryl methoxy group
SMILES	PAFAH1B2 FP inh	PAFAH1B3 inh	PAFAH2 inh
COc1cc(CNc2ccc3[nH]c(=O)[nH]c3c2)ccc1OCc1ccc(C)cc1	6.8	4.7	-4.4
COc1cc(/C=C(\C(=O)O)c2ccc(S(=O)(=O)N3CCCC3)s2)ccc1OCCC(C)C	3.5	14.6	11.2
COc1ccc(CC(=O)Nc2ccc(/C(C)=N/NC(=O)c3ccc(OC)cc3OC)cc2)cc1	1.6	-3.6	-8.9
CCCc1cc(C(=O)Nc2ccc(OC)cc2[N+](=O)[O-])cs1	1.6	-0.4	-2.0
COc1cc(/C=C2\SC(=O)N(c3ccccc3Cl)C2=O)cc([N+](=O)[O-])c1O	14.0	19.7	36.2*
COC(=O)COc1c(Cl)cc(C(c2c(C)[nH][nH]c2=O)c2c(C)[nH][nH]c2=O)cc1OC	2.6	9.4	4.2
COc1ccccc1CN1CCCC(C(=O)N(C)Cc2ccccc2)C1 (configuration not stated)	1.1	0.6	0.3
CCn1c(CNC(=O)Cc2ccc(OC)cc2)nnc1SCC(=O)c1ccccc1	4.4	7.4	2.3
COc1ccc(C(=O)N2CCCN(C)CC2)c(OC)c1	-2.0	3.3	4.4
COc1ccc(-c2coc3cc(OC(C)=O)ccc3c2=S)cc1	6.2	9.8	-4.0
CCN1C(=O)/C(=C\c2ccc(-c3ccc([N+](=O)[O-])cc3OC)o2)SC1=Nc1cccc(C(=O)O)c1	24.2*	21.4	9.1
COc1ccc(C(=O)N[C@H](C(=O)OCCCOC(=O)[C@@H](NC(=O)c2ccc(OC)cc2)C(C)C)C(C)C)cc1	-0.9	4.9	0.2

An excerpt; rates above refer to the full screens.
